# Screens from PubChem BioAssay.
# Pin1 inh: qHTS Assay to Find Inhibitors of Pin1 | 390,000 tested, 0.009% active | Peptidyl-prolyl cis-trans isomerase NIMA-interacting 1 (Homo sapiens), Q13526 | Potency, µM (series often up to 115 µM), without a hit: at the highest dose activity, negative = inhibition, hits mostly inhibitors | Pin1 FP peptide displacement, HiFluor488, 10 min; active = well fitted inhibition curve with a large enough effect in the polarisation, with a control signal flat, not every such curve was filed as active; inconclusive = small, poorly fitted or top-dose-only effect, or effect the other way, or a change in a side signal; inactive = no such curve, though single readings can be large or run the other way; the % refers to the polarisation; also: potency is read from the fitted curve at half-maximal effect; % is scaled to controls: 0 for no effect and ±100 for the full control effect
# Target sequence (Q13526 whole entry, looked up): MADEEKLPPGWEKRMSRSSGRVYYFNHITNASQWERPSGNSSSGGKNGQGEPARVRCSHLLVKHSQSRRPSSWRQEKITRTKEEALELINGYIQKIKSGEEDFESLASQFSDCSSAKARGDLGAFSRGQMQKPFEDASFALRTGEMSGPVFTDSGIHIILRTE
# Tb PGK inh: qHTS Assay to Find Inhibitors of Phosphoglycerate Kinase; PGK/GAPDH coupled, Kinase-Glo luminescence, 60 min; Potency, µM (series often up to 57.5 µM), inactives show top-dose activity change, negative = inhibition, actives largely listed as inhibitors; AID 602233, 2012; 380,000 tested, 0.043% active; also: potency is read from the fitted curve at half-maximal effect; % is scaled to controls: 0 for no effect and ±100 for the full control effect; nearly all actives have a fitted effect of over 60% in size
#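 Luminescent ATP detection (Kinase-Glo Plus) follows a 60-minute room-temperature incubation, with wells lacking PGK as controls. Buffer: 100 mM TEA (pH 7.6), 5 mM MgCl2, 0.01% Tween-20. Coupling enzyme GAPDH (100 nM final) supplies unstable 1,3-BPG in-well.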
# PI4K2A block: qHTS for small molecular inhibitors of PI4K2A | 420,000 tested, 0.13% active | purified PI4K2A, ADP-Glo luminescence, 1 h; stronger effect = lower value | activity change, negative = inhibition, % at 76.9 µM; in the data active = activity change below about -50%; inconclusive = mostly about -30% to -49%;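 also: -100% = wells without enzyme as full effect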
# Target sequence (Q9BTU6 whole entry, looked up): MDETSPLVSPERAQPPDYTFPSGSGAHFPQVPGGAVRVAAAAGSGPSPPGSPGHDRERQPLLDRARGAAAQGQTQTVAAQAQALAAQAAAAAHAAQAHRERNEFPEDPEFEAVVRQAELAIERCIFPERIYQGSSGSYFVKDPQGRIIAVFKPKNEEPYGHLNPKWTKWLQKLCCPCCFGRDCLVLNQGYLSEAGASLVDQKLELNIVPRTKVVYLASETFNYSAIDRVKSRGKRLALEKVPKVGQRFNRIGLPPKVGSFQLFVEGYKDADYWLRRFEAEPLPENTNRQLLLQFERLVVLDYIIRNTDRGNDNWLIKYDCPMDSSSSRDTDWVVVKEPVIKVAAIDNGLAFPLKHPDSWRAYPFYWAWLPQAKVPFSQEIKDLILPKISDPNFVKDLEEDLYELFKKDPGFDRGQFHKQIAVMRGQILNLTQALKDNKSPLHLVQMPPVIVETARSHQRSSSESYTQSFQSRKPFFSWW
#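 In this quantitative HTS, ADP production by PI4K2A was quantified luminescently after 1 h at ambient temperature; 100 microM adenosine served as plate-quality control.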
# G9a block: qHTS Assay for Inhibitors of Histone Lysine Methyltransferase G9a. Histone-lysine N-methyltransferase EHMT2 (Homo sapiens), Q96KQ7. G9a H3K9 monomethylation, AlphaScreen, 2 h. Potency, µM (highest dose often 102 µM), for the others: at the highest dose activity, negative = inhibition, actives largely listed as inhibitors. 350,000 tested, 8.8% active. AID 504332, 2011; also: potency is read from the fitted curve at half-maximal effect; % is scaled to controls: 0 for no effect and ±100 for the full control effect; nearly all actives have a fitted effect of over 75% in size
#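 AlphaScreen detection with an anti-monomethyl H3K9 antibody quantified product after a 2 h room-temperature reaction containing 500 nM biotinylated H3K9 peptide, 20 µM SAM and 20 nM enzyme, which had been preincubated 15 min with compound.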
# JMJD2A Tudor inh: qHTS Assay for Inhibitors of JMJD2A-Tudor Domain | Lysine-specific demethylase 4A (Homo sapiens), O75164 | AlphaScreen JMJD2A-Tudor / H3K4me3 peptide binding | Potency, µM (titrated, usually from 114 µM), without a hit: top-dose activity change, negative = inhibition, hits mostly inhibitors | 390,000 tested, 4.4% active | AID 504339, 2011; also: potency is read from the fitted curve at half-maximal effect; % is scaled to controls: 0 for no effect and ±100 for the full control effect; nearly all actives have a fitted effect of over 50% in size
# HP1b binding inh: HTS for Inhibitors of HP1-beta Chromodomain Interactions with Methylated Histone Tails; Potency, µM (highest dose often 114 µM), without a hit: top-dose activity change, negative = inhibition, hits mostly inhibitors; AID 540317, 2011; AlphaScreen HP1-beta / biotin-H3K9me3 peptide binding; 390,000 tested, 0.56% active; Chromobox protein homolog 1 (Homo sapiens), P83916; also: potency is read from the fitted curve at half-maximal effect; nearly all actives have a fitted effect of over 70% in size; inactives centre near 23
# Target sequence (P83916 whole entry, looked up): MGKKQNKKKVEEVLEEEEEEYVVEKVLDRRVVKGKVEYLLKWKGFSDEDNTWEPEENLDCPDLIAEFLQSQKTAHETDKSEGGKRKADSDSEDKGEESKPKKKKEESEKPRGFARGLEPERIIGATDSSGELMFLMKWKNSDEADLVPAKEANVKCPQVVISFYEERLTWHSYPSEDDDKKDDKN
#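 HP1-beta protein (50 nM final) preincubated 30 min at room temperature with biotinylated H3(1-18)K9me3 peptide (50 nM) in PBS pH 7.4, 0.01% Tween-20, then compound added for 30 min. AlphaScreen streptavidin donor/nickel chelate acceptor beads (10 ug/mL final), 30 min dark, luminescence read.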
# BAZ2B inh: qHTS Assay for Inhibitors of BAZ2B | AlphaScreen BAZ2B-H3K14Ac peptide displacement | 360,000 tested, 4.4% active | Potency, µM (series often up to 114 µM), for inactives: top-dose activity change, negative = inhibition, actives largely listed as inhibitors; also: potency is read from the fitted curve at half-maximal effect; % is scaled to controls: 0 for no effect and ±100 for the full control effect; nearly all actives have a fitted effect of over 60% in size
#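 BAZ2B (50 nM) with biotin-H3(5-23)K14Ac peptide (50 nM) in PBS pH 7.4, 0.01% Tween-20, preformed 30 min, then compound 30 min at room temperature; top concentration 110uM. AlphaScreen streptavidin donor/nickel chelate acceptor beads (10 ug/mL final), 20 min dark, signal read.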
# GLS inh: qHTS for Inhibitors of Glutaminase (GLS). Glutaminase kidney isoform, mitochondrial (Homo sapiens), O94925. GLS enzymatic activity, qHTS titration. Potency, µM (doses to about 45.5 µM), inactives show at the top dose activity change, negative = inhibition, most hits filed as inhibitors. 410,000 tested, 0.21% active; also: potency is read from the fitted curve at half-maximal effect; % is scaled to controls: 0 for no effect and ±100 for the full control effect
#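 Read-out is an Amplex red fluorescence increase coupled through glutamate oxidase and HRP, measured before and after 30 min room-temperature incubation. hKGA is in 45 mM KH2PO4 (pH 8.2) with 0.02% Tween-20; glutamine added as 1mM solution.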
# Pol eta inh: qHTS for Inhibitors of Polymerase Eta | DNA polymerase eta (Homo sapiens), Q9Y253 | recombinant Pol eta, fluorescent DNA replication assay | Potency, µM (series often up to 114 µM), for inactives: top-dose activity change, negative = inhibition, actives largely listed as inhibitors | 390,000 tested, 1.2% active | AID 588591, 2011; also: potency is read from the fitted curve at half-maximal effect; % is scaled to controls: 0 for no effect and ±100 for the full control effect
#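 Pol eta at 10 nM preincubated with compounds 15 min at room temperature; reaction started with fluorescent substrate (50 nM final) and read kinetically at 0 and 10 min.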
# * marks the source's active call; other numbers are inactive results; i = inactive; ? = inconclusive; · = not tested or not shown; & = joins results of further samples; [ ] = remark or other dose. Unless noted, calls follow the shape of the dose curve; as a rule, active = well fitted curve in the direction sought with a large enough effect; inconclusive = small, poorly fitted or top-dose-only effect, or another doubt; inactive = no such curve, though single readings can be large; an effect the other way counts as inactive or inconclusive. Not all compounds are listed; count on the stated rates, not on these rows.
SMILES,Pin1 inh,Tb PGK inh,PI4K2A block,G9a block,JMJD2A Tudor inh,HP1b binding inh,BAZ2B inh,GLS inh,Pol eta inh
CCSc1nc(C2CC2)cc(-c2ccco2)c1C#N,-0.4%,i,0.1,-49.0%[59 µM],63.9%[activator],75.6%[activator],72.3%[activator],5.1%,-6.2%
CN(C)CCCNc1c2c(nc3ccccc13)CCC2,-0.5%,·,-1.2,39.8µM*,-27.9%,37.7%,-4.4%,39.1%[activator],-11.0%
CCOc1ccccc1NC(=O)N1CCC(c2nc3ccccc3[nH]2)CC1,3.5%,-6.0%,5.7,-43.8%[12.7 µM],-14.1%,13.6%,-6.8%,10.4%,-3.2%
COCCN(C(=O)c1ccc(C)c(S(=O)(=O)N2CCOCC2)c1)c1c(N)n(CC(C)C)c(=O)[nH]c1=O,-10.6%,i,3.1,·,-13.5%,2.1%,·,2.5%,2.9%
COc1cc(/C=C2\SC(=S)N(Nc3ccccc3)C2=O)ccc1O,?,-16.3%,-13.8,?,44.7µM*,50.1µM*,39.8µM*,-13.8%,?
CC(=O)c1ccc(Nc2ncnc3ccc(Br)cc23)cc1,·,-6.2%,3.2,·,·,·,·,-12.3%,-11.1%
CC(C)C(=O)Nc1nnc(S(=O)(=O)N(C)Cc2ccc(F)cc2)s1,4.9%,-3.1%,0.4,?,4.8%,57.7%[activator],2.0%,-3.0%,-18.9%
CCc1ccc(NC(=S)N(Cc2ccccc2)Cc2ccccn2)cc1,13.8%,-7.8%,-3.8,30.8%,3.4%,45.0%[activator],1.6%,0.5%,-9.6%
Cc1cc(C)c2nc(Nc3nc(-c4ccccc4)cc(=O)[nH]3)nc(C)c2c1,-2.0%,-0.3%,-3.7,·,-16.2%[11.4 µM],58.2%[activator],-0.4%,-3.8%,4.9%
CCN1C(=O)[C@@H]2[C@@H](c3ccc(-c4ccc(F)cc4)cc3)N3CCC[C@@]3(C(=O)OC)[C@@H]2C1=O,8.2%,i,3.8,?,-17.3%,19.0%,-35.2%,-8.4%,-7.3%
CN1CCN(C(=O)CCNC(=O)Cn2cnc3ccccc3c2=O)CC1,2.0%,-3.1%,-0.3,-6.5%,-12.6%,33.8%,1.4%,-10.3%,-8.2%
Cc1ccc(C)c(Cn2c(=O)n(C)c(=O)c3sccc32)c1,3.0%,-8.2%,-1.9,-0.3%,-2.9%,22.5%,-5.2%,2.9%,-6.6%
Nc1nc(Nc2ccccc2)nc2c1ncn2[C@@H]1O[C@H](CO)[C@@H](O)[C@H]1O,1.1%,-9.3%,1.2&5.0,32.3%[activator][59 µM],-8.6%,24.0%,·,-6.6%,-19.7%
COc1ccc(NC(=O)N(C)C[C@@H]2Oc3cc(C#CCN(C)C)ccc3S(=O)(=O)N([C@H](C)CO)C[C@H]2C)cc1,·,i,-4.9,·,·,·,·,4.3%,-14.8%
O=C(Nc1ccnn1C1CCN(C/C=C/c2ccc(F)cc2)CC1)C1CCCC1,1.3%,-2.3%,1.9,·,-29.7%,10.2%,-16.3%,9.1%,4.9%
C1CCC(n2nnnc2CN2CCCC2)CC1,-5.9%,i,1.6,-26.2%,3.7%,40.4%,-0.6%,1.4%,-9.6%
COc1cc(/C=C(\C#N)C(=O)NCCc2ccccc2)cc(OC)c1O,?,2.6%,1.6,31.6µM*,-15.5%,3.6%,-8.1%,33.6%[activator],-9.7%
CCC(=O)N1c2ccccc2NC2=C(C(=O)CCC2)C1c1ccccc1 (stereo not given),1.6%,·,1.2,-4.7%[59 µM],1.8%,10.0%,3.6%,9.7%,2.7%
COc1ccc(CN(Cc2ccco2)C(=O)COc2ccccc2Cl)cc1,?,-0.3%,0.4,-4.3%[59 µM],-14.8%,46.4%[activator],21.2%,-2.4%,-2.6%
CC1(C)CC(=O)C(C=Nc2cc(C(=O)c3ccccc3)ccc2N)=C(O)C1,?,-4.7%,-2.5,-26.2%,-20.3%,40.1%[activator],-11.9%,-8.0%,-9.0%
C[C@H](CO)N1C[C@H](C)[C@@H](CN(C)C(=O)Nc2ccccc2)Oc2ccc(NC(=O)Nc3ccc(C(F)(F)F)cc3)cc2C1=O,6.5%,0.1%,2.8,·,-30.9%,2.1%,·,-5.4%,-14.3%
CC(C)Cc1nnc(NC(=O)CCC(=O)N2CCN(C3CCCC3)CC2)s1,-13.1%,-6.4%,-2.5,3.4%,-3.1%,74.4%[activator],-10.6%,-5.2%,-15.2%
Cc1cccc(N2CCN(Cc3nc(C4CC4)no3)CC2)n1,-6.0%,-7.1%,1.7,-6.4%,-15.1%,-5.3%,-10.9%,-2.9%,10.7%
Cc1ccc(Cn2c(N)c(S(=O)(=O)c3cccs3)c3nc4ccccc4nc32)cc1,21.3%,-10.8%,-0.1,7.8%[59 µM],-8.7%,66.8%[activator],-0.9%,-2.9%,-4.8%
COc1ccc2[nH]c(C(=O)Nc3cccc(C)n3)cc2c1,1.6%,-19.6%,-28.3,-32.1%,-18.9%,21.9%,-13.4%,0.6%,-19.1%
# (more compounds)
SMILES,Pin1 inh,Tb PGK inh,PI4K2A block,G9a block,JMJD2A Tudor inh,HP1b binding inh,BAZ2B inh,GLS inh,Pol eta inh
Cc1c(NC(=S)N/C(=N/S(=O)(=O)c2ccc(Cl)cc2)c2ccccc2)c(=O)n(-c2ccccc2)n1C,2.5%,1.0%,-1.4,?,2.8%,11.2%,26.1%,0.1%,-22.3%
O=C(OCC(=O)N1CCN(S(=O)(=O)c2ccccc2)CC1)C1CCC1,7.3%,-8.2%,0.9,·,1.3%,40.8%[activator],·,-13.5%,-17.8%
COc1ccc2[nH]c3c(c2c1)CCNC3(C)CCc1ccc(Cl)nc1 (stereo not given),2.9%,·,3.4,-50.3%,?,2.2%,-27.4%,-2.6%,-12.6%
CCc1ccc(NC(=O)C2(c3ccccc3)CC2(Cl)Cl)cc1 (stereo not given),?,-0.7%,0.6,86.0%[activator],-19.8%,54.9%[activator],2.6%,5.6%,-8.4%
O=C(COc1ccc2c3c(c(=O)oc2c1)CCC3)NC1CCN(Cc2ccccc2)CC1,-0.7%,-8.7%,-1.3,2.9%,-18.8%,31.9%,-10.4%,-12.8%,-7.9%
CCN(CC(=O)NCc1ccc(F)cc1)Cc1cc(=O)n2ccsc2n1,-1.3%,-9.2%,-3.7,44.7µM*,-22.6%,26.2%,-24.2%,2.7%,-11.4%
COC(=O)c1[nH]c2cc(C)ccc2c1NC(=O)CN1CCN(c2ccccc2OC)CC1,?,4.3%,5.0,-10.4%[59 µM],?,6.3%,?,26.2%,-18.0%
Cc1ccc(-c2c(C(=O)N/N=C/c3cccc(Cl)c3)nnn2-c2nonc2N)cc1,6.4%,-1.2%,-5.9,5.6%,-20.7%,35.4%[activator],-16.4%,-8.8%,-10.4%
CCc1ccc(Nc2n[n+](-c3ccccc3)c(-c3cccc(C)c3)s2)cc1,-1.3%,-8.2%,-9.3,7.6%[2.33 µM],79.4µM*,11.4%,35.5µM*,-2.3%,-19.8%
COc1cc(C(=O)NCc2ccc(C(=O)NCC(OC)OC)cc2)cc(OC)c1OC,-3.8%,-8.2%,5.3,1.1%[59 µM],-7.2%,7.1%,-3.3%,7.8%,-23.5%
CCCCNC(=O)C1CCC(CNS(=O)(=O)c2ccc(NC(C)=O)cc2)CC1 (stereo not given),1.2%&2.3%,8.6%&-7.5%,-2.2&-4.1,-1.4%[59 µM],2.9%&3.4%,57.2%&3.0%[activator],9.4%&-0.9%,-3.7%&-0.3%,-4.3%&-8.0%
O=C(CC1Sc2ccccc2NC1=O)NCc1cccc(Cl)c1 (stereo not given),3.3%,7.1%,0.4,1.9%,-7.8%,31.3%,-3.2%,5.7%,-0.8%
Cc1cccc(C)c1OCC(=O)N(Cc1ccco1)Cc1ccco1,-9.7%,-3.8%,-3.3,-5.1%[59 µM],-29.6%,1.7%,-23.3%,1.4%,-15.6%
Cc1cccc(-c2sc(Nc3ccccc3)n[n+]2-c2ccc(F)cc2)c1,2.4%,1.5%,-3.2,35.5µM*,-31.7%,30.4%,-1.3%,0.7%,-11.6%
COCc1cc(C)nc2sc3c(c12)NC(c1ccccc1C(=O)O)N(c1ccc(OC)cc1)C3=O (stereo not given),-1.7%,-5.4%,-8.4,6.0%[59 µM],-27.7%,27.8%,-1.0%,-6.0%,16.2%
N#Cc1c(-c2ccccc2)nc(-c2ccccc2)nc1N1CCOCC1,-6.8%,i,-1.4,-2.9%[59 µM],-9.0%,12.1%,-5.4%,-0.1%,-4.9%
COc1ccc(/C=C(\NC(=O)c2ccccc2)C(=O)N2CCN(C)CC2)cc1OC,-1.1%,3.0%,20.4,5.9%,8.8%,17.9%,-11.5%,-7.6%,-19.5%
Cc1ccc(C2(C)NC(=O)N(CC(=O)Nc3ccccc3N3CCCCC3)C2=O)cc1 (stereo not given),-3.9%,-7.8%,-3.3,-47.8%,-28.3%,5.4%,-4.5%,-9.4%,-18.3%
COc1ccccc1C1=NOC(Cn2c(=O)c3c(ncn3C)n(C)c2=O)C1 (stereo not given),0.3%,-0.8%,10.5,-8.0%,-7.3%,22.5%,1.1%,-6.8%,-12.3%
